Bioassay records: PubChem BioAssay, National Center for Advancing Translational Sciences (NCATS)
APEX1 inh: inhibitors of human APE1 endonuclease | Potency, µM (doses to about 65.8 µM), inactives show at the highest dose activity change, negative = inhibition, most hits filed as inhibitors | recombinant APE1, TAMRA/BHQ-2 abasic DNA cleavage fluorescence | 350,000 compounds, 0.35% hits | P27695;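 note: plate controls were vehicle for no effect and reference inhibitor for full effect; nearly all actives have a fitted effect of over 55% in size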
Target sequence (P27695 whole entry, looked up): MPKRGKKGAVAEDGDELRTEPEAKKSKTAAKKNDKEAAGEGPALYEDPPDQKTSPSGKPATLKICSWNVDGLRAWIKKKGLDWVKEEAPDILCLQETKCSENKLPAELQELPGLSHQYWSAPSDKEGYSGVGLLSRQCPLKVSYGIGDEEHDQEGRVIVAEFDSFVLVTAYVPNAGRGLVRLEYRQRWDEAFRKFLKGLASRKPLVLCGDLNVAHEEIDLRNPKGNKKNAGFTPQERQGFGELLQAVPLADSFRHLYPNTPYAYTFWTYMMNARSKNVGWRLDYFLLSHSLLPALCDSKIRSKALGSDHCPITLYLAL
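0.75 nM APE1 + cpd, 15 min RT; start w/ 50 nM TAMRA/BHQ-2 THF-abasic dsDNA; kinetic fluor 525/598 nm ×3 reads @60 s; Δ(read3−read1); normalized to DMSO and NSC13755 control wells.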
Anesthetic bind: binds horse apoferritin like a general anesthetic; 350,000 compounds, 0.074% hits; P02791; apoferritin/1-aminoanthracene competitive binding, fluorescence; Potency, µM (top dose mostly 77.5 µM), for inactives: top-dose activity change, negative = displacement, hits mostly inhibitors; note: % is set by controls: 0 for no effect and ±100 for the full control effect; nearly all actives have a fitted effect of over 20% in size
Target sequence (P02791 2-175 limits assumed): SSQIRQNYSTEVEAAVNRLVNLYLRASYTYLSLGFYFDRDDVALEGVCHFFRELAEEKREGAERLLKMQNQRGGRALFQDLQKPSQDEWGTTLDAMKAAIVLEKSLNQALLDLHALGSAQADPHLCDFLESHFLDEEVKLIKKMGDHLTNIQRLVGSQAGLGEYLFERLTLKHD
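Concentration-response curves derived by four-parameter Hill fitting of normalized fluorescence, where compounds displaced 1-AMA from 10 uM horse apoferritin following a brief 10 min room-temperature incubation; propofol titration acted as positive control.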
G9a inh: inhibitors of human histone lysine methyltransferase G9a. G9a H3K9 monomethylation, AlphaScreen, 2 h. Potency, µM (series often up to 102 µM), without a hit: at the highest dose activity, negative = inhibition, actives largely listed as inhibitors. 350,000 compounds, 8.8% hits. AID 504332; note: % is set by controls: 0 for no effect and ±100 for the full control effect; nearly all actives have a fitted effect of over 75% in size
Target sequence (Q96KQ7 913-1193 limits assumed): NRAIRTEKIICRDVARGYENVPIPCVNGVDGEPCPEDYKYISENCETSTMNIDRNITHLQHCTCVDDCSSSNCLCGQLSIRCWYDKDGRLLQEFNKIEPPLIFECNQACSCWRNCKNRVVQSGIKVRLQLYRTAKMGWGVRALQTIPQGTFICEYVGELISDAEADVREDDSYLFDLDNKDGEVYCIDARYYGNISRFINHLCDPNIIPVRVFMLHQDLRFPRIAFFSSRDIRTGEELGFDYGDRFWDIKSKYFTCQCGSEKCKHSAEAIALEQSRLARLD
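G9a (20 nM) preincubated 15 min RT with compounds, then 500 nM biotinylated H3K9 peptide and 20 uM SAM added; 2 h RT reaction. Monomethyl-H3K9 product detected by AlphaScreen with anti-H3K9me1 antibody, streptavidin donor and anti-rabbit IgG acceptor beads.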
Pol kappa inh: inhibitors of human DNA polymerase kappa. purified Pol kappa, fluorescent DNA synthesis assay, 10 min. Q9UBT6. 400,000 compounds, 0.53% hits. Potency, µM (titrated, usually from 107 µM), for inactives: at the top dose activity, negative = inhibition, actives largely listed as inhibitors; note: % is set by controls: 0 for no effect and ±100 for the full control effect
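Kinetic fluorescence screen: compound preincubated 15 min RT with 10 nM enzyme; 50 nM substrate (final) initiates; reads at 0/10 min.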
POLH inh: DNA polymerase eta (human) inhibition. recombinant Pol eta, fluorescent DNA replication assay. Potency, µM (titrated, usually from 114 µM), for inactives: top-dose activity change, negative = inhibition, most hits filed as inhibitors. 390,000 compounds, 1.2% hits. Q9Y253; note: % is set by controls: 0 for no effect and ±100 for the full control effect
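Pol eta (10 nM) was preincubated with compounds for 15 min at room temperature, after which fluorescent replication substrate (50 nM final) was added to start the reaction. Fluorescence was read kinetically at 0 and 10 min.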
BAZ2B block: inhibitors of human BAZ2B bromodomain. Q9UIF8. AlphaScreen BAZ2B-H3K14Ac peptide displacement. Potency, µM (series often up to 114 µM), without a hit: top-dose activity change, negative = inhibition, most hits filed as inhibitors. 360,000 compounds, 4.4% hits; note: % is set by controls: 0 for no effect and ±100 for the full control effect; nearly all actives have a fitted effect of over 60% in size
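Compounds, titrated to a top concentration of 110 uM, were incubated 30 min at room temperature with preformed BAZ2B/acetyl-K14 H3 peptide complex (50 nM each). Proximity signal was measured by AlphaScreen after 20 min with beads.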
POLI inh: blocks human DNA polymerase iota activity; Pol iota fluorescent replication assay, 10 min; Potency, µM (top dose mostly 115 µM), for inactives: top-dose activity, negative = inhibition, usual class: inhibitors; 390,000 compounds, 1% hits; AID 588590
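Pol iota at 10 nM preincubated 15 min with compounds at room temperature; reaction started with fluorescent substrate, 50 nM final. Fluorescence read kinetically at 0 and 10 min; buffer-only wells as negative control.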
POLB inh: blocks human DNA polymerase beta activity; AID 485314; 340,000 compounds, 1.3% hits; Potency, µM (titrated, usually from 114 µM), for the others: top-dose activity change, negative = inhibition, usual class: inhibitors; P06746; Pol beta primer extension/strand displacement, fluorescence kinetic; note: % is set by controls: 0 for no effect and ±100 for the full control effect
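Values derive from four-parameter Hill fits of normalized kinetic data: reads at 0 and 10 min following addition of 50 nM substrate to 10 nM Pol beta preincubated 15 min with compound.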
BLM inh: inhibitors of human Bloom syndrome helicase BLM | P54132 | recombinant BLM DNA unwinding, fluorescence dequenching | Potency, µM (series often up to 56.1 µM), inactives show at the highest dose activity change, negative = inhibition, hits mostly inhibitors | 350,000 compounds, 0.2% hits | AID 2528;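 note: plate controls were vehicle for no effect and no enzyme for full effect; nearly all actives have a fitted effect of over 35% in size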
Numbers without * were called inactive; ? = inconclusive; . = not tested or not shown; & = joins results of further samples; [ ] = dose if it differs, or a comment. Calls come from the whole dose curve; as a rule, active = well fitted curve in the direction sought with a large enough effect; inconclusive = small, poorly fitted or top-dose-only effect, or another doubt; inactive = no such curve, though single readings can be large; an effect the other way counts as inactive or inconclusive. Potency is the fitted concentration of half-maximal effect. Only part of the results is shown; count on the stated rates, not on these rows.

SMILES	APEX1 inh	Anesthetic bind	G9a inh	Pol kappa inh	POLH inh	BAZ2B block	POLI inh	POLB inh	BLM inh
Cc1ccc(S(=O)(=O)Nc2ccc(S(=O)(=O)Nc3nccs3)cc2)c([N+](=O)[O-])c1	-17%	-15%	.	-5%	-9%	?	6%	45%	-4%
CCCNC(=O)COc1ccc(S(=O)(=O)Nc2ccc(C)cc2)cc1	-4%	-15%	-31%[59 µM]	1%	-12%	-24%	-17%	-10%	-1%
Cc1ccc(NC(=O)CCSc2nnc(-c3ccco3)o2)cc1	0%	-22%	-56%[12.7 µM]	-4%	-2%	5%	-5%	-1%	0%
CCC(C)(C)C1CCC2(CC1)NC(=O)N(CC(=O)N(C)Cc1ccc(OC(F)F)cc1)C2=O (centres undefined)	-13%	.	1%	4%	-5%	-2%	54%[activator]	.	.
CCc1ccc(NC(=O)c2cc3c(COC(C)=O)cnc(C)c3oc2=O)cc1	.	-7%	-4%[59 µM]	2%[60.1 µM]	2%	-3%	0%	-17%	1%
c1csc(CN2CCOCC2)c1	-4%	-6%	8.9µM*	-10%	-9%	35µM*	-6%	-3%	-3%
CC(=O)c1sc(NC(=O)COc2ccccc2)nc1C	0%	-5%	5%	-6%	-9%	19%	127%[activator]	1%	-8%
CC(=O)c1c(C)[nH]c(C(=O)CN2CCN(S(=O)(=O)c3ccccc3)CC2)c1C	29%	.	-27%[12.7 µM]	3%	-12%	-10%	11%	.	.
O=C(CNCc1ccc(Cl)cc1)Nc1ccc2c(c1)OCCO2	-4%	-15%	11µM*	0%	-12%	56µM*	44%[activator]	6%	-2%
CCOC(=O)N1CCC(NC(=O)c2cc(C(=O)NC3CCCC3)ccc2CO)CC1	-1%	-10%	-16%[59 µM]	5%	-6%	-3%	-16%	-16%	-2%
O=[N+]([O-])c1ccccc1S(=O)(=O)Nc1cccc(-c2ccc3nncn3n2)c1	20%	.	-51%	5%	-8%	-1%	23%	.	.
COc1cc(NC(=O)C2=C(N3CCOCC3)/C(=C/c3ccc(Cl)cc3)CC2)cc(OC)c1OC	-3%	-14%	13%	-8%	-16%	9%	-13%	7%	-6%
Cc1cc(C)nc(/N=C(\NC(=O)C(C)(C)C)Nc2ccc(F)cc2)n1	1%	6%	45µM*	-20%	-10%	-3%	106%[activator]	-5%	-1%
COc1ccccc1/C=C/c1nc(C#N)c(N2CCCCC2)o1	.	660%[activator]	?	-17%	.	?	18%	1%	-7%
Cc1ccc(C)c(CN2C(=O)c3ccccc3Sc3ccc(C(=O)NCc4ccc5c(c4)OCO5)cc32)c1	.	4%	-10%[59 µM]	-12%[60.1 µM]	-12%	-3%	54%[activator]	-10%	-5%

Next section, starting with the last 3 of the part before.
SMILES	APEX1 inh	Anesthetic bind	G9a inh	Pol kappa inh	POLH inh	BAZ2B block	POLI inh	POLB inh	BLM inh
Cc1cc(C)nc(/N=C(\NC(=O)C(C)(C)C)Nc2ccc(F)cc2)n1	1%	6%	45µM*	-20%	-10%	-3%	106%[activator]	-5%	-1%
COc1ccccc1/C=C/c1nc(C#N)c(N2CCCCC2)o1	.	660%[activator]	?	-17%	.	?	18%	1%	-7%
Cc1ccc(C)c(CN2C(=O)c3ccccc3Sc3ccc(C(=O)NCc4ccc5c(c4)OCO5)cc32)c1	.	4%	-10%[59 µM]	-12%[60.1 µM]	-12%	-3%	54%[activator]	-10%	-5%
CC1CCC(NC(=O)c2ccc3c(c2)N(Cc2ccccc2F)C(=O)c2ccccc2S3)CC1 (centres undefined)	.	-18%	-1%[59 µM]	-10%[60.1 µM]	-11%	-3%	9%	?	-6%
CC(C)c1ccc(N(CC(=O)NC2CCCC2)C(=O)CCC(=O)Nc2ccccn2)cc1	15%	-13%	18%	-7%	-20%	2%	137%[activator]	1%	-1%
CCC1(CC)NC(=O)N(CC(=O)OCC(=O)Nc2ccc(OC(F)(F)F)cc2)C1=O	-3%	.	17%[12.7 µM]	3%	-7%	-2%	-2%	.	.
CN1CCN(C(=O)/C(=C/c2ccc(F)cc2)c2ccsc2)CC1	-15%	-8%	45µM*	5%	-17%	-24%	-9%	-1%	-5%
O=c1c(-c2ccccc2)nc2cnc(Nc3ccccc3)nc2n1Cc1cccs1	-9%	.	27%[0.501 µM]	-6%[60.1 µM]	.	.	.	.	-1%
C#CCOCCOCCOCCNc1nc(N2CCN(C(=O)CCCCCCCCCCNC(=O)[C@H](CCCCN)n3cc(CCO)nn3)CC2)nc(N2CCN(C(=O)CCCCCCCCCCNC(=O)[C@@H]([C@H](C)O)n3cc(C)nn3)CC2)n1	6%	.	-1%[2.33 µM]	21%	?	50µM*	?	.	.
CCSc1cc(Cl)nc(N)n1	-1%	1%	.	-15%	1%	-1%	26%	8%	0%
Fc1ccc2c(Cl)c(-c3nnc(-c4cccs4)o3)sc2c1	?	-10%	1%[2.33 µM]	-19%	-10%	12%	-5%	-22%	-1%
CCOc1ccc(N(CC(=O)Nc2ccc(OC)cc2OC)S(=O)(=O)c2c(C)[nH]c(=O)[nH]c2=O)cc1	-15%	-16%	.	-12%	4%	?	-5%	20%	-3%
CC(C)C(c1nnnn1Cc1ccc(F)cc1)N1CCN(c2ccc(O)cc2)CC1 (centres undefined)	-10%	?	13µM*	-5%	-3%	-33%	34%[activator]	-8%	-7%
CCOc1ccc(N2CC(C(=O)Nc3ccccc3N3CCOCC3)CC2=O)cc1 (centres undefined)	-2%	1%	?	-4%	5%	-29%	5%	-23%	0%
COc1cc(NC(=O)c2nn(C)c3c2CS(=O)(=O)c2ccccc2-3)cc(OC)c1	51%[activator]	-5%&-14%	0%&7%[59 µM]	-26%&-3%	-3%&-11%	-12%&2%	-20%&20%	-21%&-33%	-3%&-2%
Cc1cc(=O)oc2c3c(cc(OCC(=O)N[C@@H](CC(C)C)C(=O)O)c12)OC(C)(C)CC3	39%[activator]	7%	1%	-2%	-24%	2%	119%[activator]	0%	-2%
Cc1oc2ncnc(N)c2c1C	-5%	-7%	37%	-3%	1%	2%	7%	10%	-1%
COc1cccc(CN2CCNC(=O)C2CC(=O)N(C)CCC2CCOCC2)c1 (centres undefined)	24%	3%	?	-1%	-24%	-14%	29%	39%	-3%
COc1cccc(C(C(=O)NC(C)(C)C)N(Cc2ccc(C)cc2)C(=O)CCC(=O)Nc2cc(C)on2)c1OC (centres undefined)	0%	-8%	3%	-11%	-8%	-5%	106%[activator]	-17%	-2%
Cc1ccc2scc(N3CCN(c4ccc(F)cc4)CC3)c(=O)c2c1	.	-14%	0%[59 µM]	-3%[60.1 µM]	-11%	?	12%	2%	1%
O=C(c1ccco1)N1CCN(Cc2nnc(-c3cccc(Br)c3)o2)CC1	15%	0%	?	-6%	5%	7%	9%	11%	2%
COCCNC(=O)C(c1ccccc1)N(C(=O)Cn1nnc2ccccc21)c1cccnc1 (centres undefined)	-1%	-5%	25%	7%	-14%	61%[activator]	-7%	-2%	-13%
COc1ccc(S(=O)(=O)N2CCC(C(=O)NN3CCCCC3)CC2)cc1OC	6%	.	34%[12.7 µM]	7%	-15%	-1%	21%	.	.
COc1ccc(C2(CCN)CC(C)N(C)CC2C)cc1 (centres undefined)	0%	-9%	-9%[12.7 µM]	-17%	-6%	?	4%	0%	-10%
Cc1c(C(=O)N2CCN(S(=O)(=O)c3ccccc3)CC2)oc2ccccc12	-20%	.	-6%	-25%	?	-12%	-11%	.	.
CC(C)N1CCc2c(sc(NC(=O)c3ccc(S(=O)(=O)N(C)C4CCCCC4)cc3)c2C(N)=O)C1	.	?	-23%[59 µM]	1%[60.1 µM]	-5%	3%	3%	-20%	-4%
COc1ccc(CNC(=O)CCCNC(=O)c2ccc(Cl)cc2)cc1OC	-6%	5%	-11%	-12%	-3%	11%	-3%	40%	-8%
Cc1cc(C(=O)NCCCN2CCN(C3CCCCC3)CC2)n(-c2ccccc2)n1	0%	-12%	-27%	-6%	-3%	-3%	-10%	-2%	-14%
CN1C(=O)c2cccc3c(S(=O)(=O)NCc4ccco4)ccc1c23	5%	52%[activator]	2%[12.7 µM]	1%	-7%	5%	10%	?	3%
COc1ccc(/C=N/n2cnc3c([nH]c4ccc(C)cc43)c2=O)cc1CN1CCCC1	-4%	-4%	?	-12%	-29%	-13%	36%[activator]	-30%	43%[activator]
COc1cc(-c2cc(-c3ccccc3)nc(SCC(=O)O)c2C#N)cc(OC)c1OC	1%	-12%	50µM*	-15%	-12%	0%	116%[activator]	50%	-2%
O=C(C1CC(=O)N(c2ccc3c(c2)OCCO3)C1)N1CCCC(C(F)(F)F)C1 (centres undefined)	29%	.	-46%	2%	-11%	-15%	23%	.	.
O=C(Cc1ccc(Cl)cc1)Nc1ncc([N+](=O)[O-])s1	-1%	-16%	35µM*	-14%	0%	-12%	65%[activator]	-1%	-3%
CCCSc1ncc(Cl)c(C(=O)N2CCN(c3ccc(OC)cc3)CC2)n1	.	236%[activator]	10µM*	-1%	.	35µM*	11%	-26%	-6%
Cc1ccccc1CC(=O)Nc1ccc2c(C)cc(=O)oc2c1	0%	-4%	.	-5%	-12%	-16%	179%[activator]	14%	-4%
CC(C)C(C)NC(=O)COc1ccc(Sc2ccc(OCC(=O)NC(C)C(C)C)cc2)cc1 (centres undefined)	4%	-6%	4%[59 µM]	4%	-23%	-1%	11%	28%	-2%
Cc1ccc(Cl)cc1NC(=O)[C@@H]1CCC(=O)N1C1OC(=O)c2ccccc21 (some centres undefined)	-4%	-11%	.	3%	-8%	-7%	19%	3%	1%
Cc1onc(-c2c(Cl)cccc2Cl)c1C(=O)NCc1ccco1	-4%	-11%	17%	-12%	-9%	3%	5%	33%	0%
Cc1cc(O)cc(C)c1Cl	-7%	?	13%[59 µM]	?	?	.	?	.	2%&2%
COc1ccccc1OCC(=O)Nc1ccc(Cl)cc1	-7%	-9%	?	-2%	-11%	12%	-9%	-1%	-4%
CN(C)CCNC(=O)c1ccc2c(=O)n3c(nc2c1)CCCCC3	.	-7%	-1%[59 µM]	2%	.	-2%	5%	-1%	-4%
CCCc1nnc(NC(=O)CCC(=O)NC2CCCc3ccccc32)s1 (centres undefined)	8%	33%[activator]	7%[59 µM]	6%	-16%	7%	8%	-18%	3%
